TWEAK-Fn14 inh: inhibitors of TWEAK-Fn14 signaling, primary screen, luciferase reporter cells, uHTS. TWEAK-stimulated Fn14 reporter cells, luciferase luminescence, 8 h. inhibition, % at 10 µM. 360,000 compounds, 2% hits; in the data active = inhibition above about 50%
KKLEB cytotox: cytotoxicity in KKLEB CF airway cells, primary screen, cytotoxicity control for CF NF-kB inhibitor project, cell-based, uHTS, fluorescence assay plates; KKLEB CF airway cells viability, ATPlite luminescence, overnight; stronger effect = lower value; cells stimulated with P. aeruginosa culture filtrate; 360,000 compounds, 0.36% hits; AID 602141, 2011; activity change (cytotoxicity), % at 5 µM;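 active = corrected activity change at or below -50% at 5 µM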
TRPM1 prom inh: inhibitors of MITF-dependent TRPM1 promoter reporter, primary screen, cell-based, SK-MEL-5, single point, luciferase; inhibition, % at 12.5 µM; AID 488899, 2010; SK-MEL-5 TRPM1 promoter luciferase, 24 h; 330,000 compounds, 0.83% hits;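 active = mean inhibition across replicates of 60% or more, whatever share of single replicates reaches that level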; also: values of inactives mirror those of a sister screen read the other way
Shn3 inh set2: reduction of Shn3 3'UTR firefly luciferase signal, primary screen, Schnurri-3 inhibitor project, cell-based, Clone20 osteoblasts, set 2 | inhibition, % at 12.5 µM | Clone20 osteoblast Shn3 3'UTR firefly luciferase, 24 h | 360,000 compounds, 0.52% hits;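 active = mean inhibition of at least 75% with every replicate also reaching 75%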;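 also: 0% = median of neutral control wells and 100% = pilot-screen positive control compound; some compounds past the cut are filed as inactive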
HIF-2a inh: HIF-2a reporter inhibitors, primary screen, luminescence, 786-0 RCC cells | AID 624352, 2012 | 360,000 compounds, 0.72% hits | 786-0 RCC cells HIF-2a reporter, luciferase luminescence, overnight | inhibition, % at 18.8 µM;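 active = inhibition of the luminescence signal of 40% or more relative to plate controls, in a single-dose primary screen at 18.75 µM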
Peg3 promoter: Peg3 promoter-driven luciferase inhibitors, primary screen, cell-based, HeLa, luciferase luminescence | 360,000 compounds, 1.7% hits | HeLa PEG-Prom luciferase reporter, overnight | AID 588405, 2011 | inhibition, % at 20 µM;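 active = inhibition of at least 50% at 20 µM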
aDG glyco up: activators of alpha-DG glycosylation, primary screen, uHTS, Pro5-aDG cells, AlphaScreen | alpha-DG glycosylation AlphaScreen (IIH6); 0% Pro5, 100% B10-LARGE cell signal | activation, % at 10 µM | 360,000 compounds, 0.22% hits | AID 624168, 2012;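 active = activation of at least 8% versus controls, or a plate z-score of at least 8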;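 also: Pro5 are CHO cells carrying HIG-tagged alpha-DG that lacks glycosylation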
NR2E3 ag-1: NR2E3 agonists in two-hybrid cells, primary screen, cell-based, luminescence, CHO-S, Gal4-NCOR/VP16-NR2E3; Photoreceptor-specific nuclear receptor (Homo sapiens), Q9Y5X4; luciferase; inhibition of corepressor binding, % at 3.98 µM; 360,000 compounds, 0.35% hits; AID 602229, 2012;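 active = inhibition above the mean of all tested compounds plus 3 SD, cut at about 70% in these data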;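 also: 0% = DMSO with NR2E3 transfected cells and 100% = cells lacking NR2E3 construct; higher means lower luciferase signal from less NR2E3 corepressor binding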
Target sequence (Q9Y5X4 whole entry, looked up, the tested form may be a part): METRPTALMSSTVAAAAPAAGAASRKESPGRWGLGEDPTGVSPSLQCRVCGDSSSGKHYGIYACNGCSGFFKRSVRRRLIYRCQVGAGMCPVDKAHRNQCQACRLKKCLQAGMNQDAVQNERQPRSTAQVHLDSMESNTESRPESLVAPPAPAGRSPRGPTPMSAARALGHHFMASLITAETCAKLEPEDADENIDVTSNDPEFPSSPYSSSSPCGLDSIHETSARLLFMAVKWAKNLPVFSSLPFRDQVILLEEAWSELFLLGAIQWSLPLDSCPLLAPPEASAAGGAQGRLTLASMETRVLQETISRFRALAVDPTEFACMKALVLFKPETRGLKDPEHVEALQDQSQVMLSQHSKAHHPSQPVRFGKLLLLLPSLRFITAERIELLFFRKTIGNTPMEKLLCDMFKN
CF NFkB block: inhibitors of PAF-induced NF-kB signaling, primary screen, cell-based, GFP fluorescence, uHTS; KKLEB NF-kB-GFP reporter, GFP fluorescence overnight; inhibition, % at 5 µM; 360,000 compounds, 0.86% hits; AID 588850, 2011;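 active = at least 50% inhibition at 5 µM, scaled per plate between neutral and stimulator controls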;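 also: PAF is a Pseudomonas aeruginosa culture filtrate used as stimulus; plate controls were PAF-stimulated DMSO wells for no effect and unstimulated DMSO wells for full effect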
hiPSC survival: enhancers of single-cell hiPSC survival, primary screen, ATPlite luminescence | 100% = ROCK inhibitor wells, 0% = DMSO | survival enhancement, % at 20 µM | 360,000 compounds, 0.044% hits; in the data active = survival enhancement above about 18%;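 also: cells exposed to compounds for 16 hours before the ATP read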
NR2E3 ag-2: inhibitors of NR2E3-RetCOR corepressor binding, primary screen, NR2E3 agonist project, biochemical, TR-FRET, GST-NR2E3, biotin-RetCOR; AID 2300, 2010; 1536-well; 320,000 compounds, 0.12% hits; Photoreceptor-specific nuclear receptor (Homo sapiens), Q9Y5X4; inhibition of corepressor binding, % at 4.78 µM;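 active = percent inhibition above the cutoff of mean plus 3 SD of all tested compounds, set per screening campaign, cut at about 20% in these data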;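 also: 0% = DMSO wells and 100% = biotin wells as full block of FRET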
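system = GST-tagged NR2E3 plus biotinylated RetCOR corepressor | input = 1.35 nM GST-NR2E3 | also added = 7 nM biotin-RetCOR | schedule = 5 h incubation at 4 °C | measured by = TR-FRET with europium anti-GST and streptavidin-D2, 340 nm excitation | read-out = percent loss of FRET ratio relative to control wells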
An asterisk follows results filed as active; · = not tested or not shown.

SMILES	TWEAK-Fn14 inh	KKLEB cytotox	TRPM1 prom inh	Shn3 inh set2	HIF-2a inh	Peg3 promoter	aDG glyco up	NR2E3 ag-1	CF NFkB block	hiPSC survival	NR2E3 ag-2
COc1cc(C2NC(=S)NC(C)=C2C(=O)Nc2cc(C)cc(C)c2)ccc1O (stereo not drawn)	11	20	14	0	20	22	0.0	-22	-29	-0.6	-3
CCOc1ccccc1NC(=O)Cc1coc2cc(C)ccc12	-5	9	-1	17	-8	5	0.5	-15	0	-1.3	-2
CCOc1ncccc1C(=O)Nc1nc(SC)ns1	-10	-10	-34	-34	-194	-168	0.3	-49	-17	1.0	8
Cc1ccc(N=c2oc3cc(O)ccc3cc2C(N)=O)cc1	61*	-23	-34	-48	-140	-172	-0.6	-93	83*	-3.7	1
O=C(Nc1ccc(S(=O)(=O)Nc2ccc(Cl)cc2)cc1)C1CCCO1 (stereo not drawn)	25	7	13	56	1	11	1.2	15	3	-2.3	3
COc1ccc(CCNC(=O)CN(c2cc(C)cc(C)c2)S(=O)(=O)c2c(C)noc2C)cc1OC	-8	-6	-7	9	2	21	-0.1	23	35	2.2	-2
Cc1ccccc1-c1cnc(C(O)c2cccc(C)c2C)[nH]1 (stereo not drawn)	10	-15	·	-11	-16	-8	-0.2	-3	23	-0.5	·
CCOC(=O)c1ccccc1NC(=O)CSc1nnc(C)c(=O)[nH]1	0	-1	-14	10	6	-15	-0.2	-20	-20	0.2	1
Cc1ccc(N2CC(C(=O)Oc3cccc(N4C(=O)CCC4=O)c3)CC2=O)cc1 (stereo not drawn)	10	10	11	-27	21	10	-0.3	15	-8	5.0	0
CC1(NC(=O)NCCCCCCNC(=O)NC2(C)CCS(=O)(=O)C2)CCS(=O)(=O)C1 (stereo not drawn)	1	1	-5	-64	11	8	0.0	-17	10	-0.2	7
CC(=O)N(C(C)=O)N1C(=O)/C(=C/c2ccc(Cl)cc2)SC1=S	32	-5	7	11	6	23	0.8	-2	4	0.4	3
COc1ccccc1CCC(=O)N1CCC(n2nccc2NC(=O)C2CCOC2)CC1 (stereo not drawn)	14	3	6	-26	5	16	0.1	-8	4	-0.4	4
O=C(CCSCc1cccc(Cl)c1)NCCc1ccc(Cl)cc1	13	-6	-1	-2	13	4	0.1	-19	-1	-0.9	3
Cc1cccc(-c2n[nH]c([N+](=O)[O-])n2)c1	4	-13	5	1	-44	-25	-0.2	-13	13	-1.4	1
CC(C)C[C@H](CO)Nc1nc(N(C)c2cccc(Cl)c2)c2ncn(C(C)C)c2n1	0	6	9	1	14	12	0.6	-3	-19	5.8	1
Cc1ccc(Cl)cc1N1CCN(S(=O)(=O)c2ccc3[nH]c(=O)c(=O)[nH]c3c2)CC1	9	10	14	-2	8	24	0.1	-24	-9	4.3	5
CNC1(C(N)=O)CCN(Cc2ccccc2)CC1	12	-10	5	1	6	10	1.4	8	17	-1.9	·
CCc1nc(N)c(C#N)c(-c2ccccc2OC)c1C	11	1	-7	-2	2	17	-0.2	4	3	7.9	-1
CN(CC(=O)Nc1ccccc1Br)CC(=O)Nc1ccccc1C(F)(F)F	2	-4	-14	8	14	12	0.1	-35	9	-0.4	3
Cc1ccc(S(=O)(=O)NCC(C)NS(=O)(=O)c2ccccc2[N+](=O)[O-])cc1 (stereo not drawn)	10	-4	6	17	-5	5	0.2	4	0	-0.2	3
CCc1ccc(OCC(=O)N/N=C(\C)c2ccc3c(c2)OCCO3)cc1	-6	-2	4	-2	-26	-18	-0.1	-22	-12	0.2	-1
CCC(=O)N1N=C(c2ccc(NS(=O)(=O)c3ccccc3)cc2)CC1c1ccco1 (stereo not drawn)	12	4	20	12	13	18	0.4	9	7	-0.2	·
COc1ccc(CNC(=O)CN2CCC(n3nnc4cc(F)ccc43)CC2)cc1	-3	3	-7	21	5	3	0.3	-11	7	-1.6	-4
COc1ccc(C2NC(=O)CS2)cc1OC (stereo not drawn)	0	-1	-7	-7	9	7	-0.1	0	6	7.3	2
O=C(CCN1C(=O)/C(=C\c2ccccc2)SC1=S)N1CCOCC1	11	0	-9	-70	-20	17	0.4	-35	5	0.3	0
Remaining list, next part.
SMILES	TWEAK-Fn14 inh	KKLEB cytotox	TRPM1 prom inh	Shn3 inh set2	HIF-2a inh	Peg3 promoter	aDG glyco up	NR2E3 ag-1	CF NFkB block	hiPSC survival	NR2E3 ag-2
Cc1ccc(C(=O)N2CC3(C)CN(C(=O)c4ccc(C)cc4)CC(C)(C2)C3=O)cc1	-2	-10	-6	-4	19	-4	-0.2	-10	4	5.5	-2
COc1cccc(CN2CCC(n3nccc3NC(=O)CCOc3ccccc3)CC2)c1O	-2	-10	6	-6	1	8	2.9	-4	14	-0.4	3
Cc1ccc(-c2nnn(CC(=O)N(Cc3cccs3)C(C(=O)NC3CCCC3)c3ccncc3)n2)cc1 (stereo not drawn)	-4	-21	73*	7	-17	9	0.4	-4	4	-0.2	0
Fc1ccc(NC(=S)N/N=C/c2ccc(F)c(F)c2)cc1	-22	-6	-3	-16	-128	-98	0.0	-77	24	-0.7	2
Cc1cccc(NC(=O)c2sc(Cl)nc2-c2ccccc2)c1	-5	-3	-1	3	0	-21	0.1	6	-2	-4.1	1
CCOc1ccc(OCC)c(NC(=O)CSc2nnc(-c3cccnc3)o2)c1	1	-12	6	12	27	12	-0.2	6	14	0.3	6
COc1cccc(C2CC(c3cccs3)=NN2C(=O)CSC2=NCCS2)c1OC (stereo not drawn)	28	4	-1	-10	24	18	0.0	-10	-5	-0.1	1
COc1ccc(NC(=S)Nc2ccc3c(c2)c(=O)n(C)n3-c2ccccc2)cc1	-61	14	·	-15	-47	-48	-0.1	-6	5	2.0	·
Cc1cc(C(=O)CN2C(=O)NC(CCS(C)(=O)=O)C2=O)c(C)n1C1CC1 (stereo not drawn)	3	-15	6	15	-3	-9	-0.1	-28	-5	0.3	·
COc1ccc(C(=O)C2CCN(CC(=O)Nc3ccc(C)cc3)CC2)cc1	-1	0	7	24	6	-11	0.1	-1	8	-0.6	2
O=C(c1ccccc1NS(=O)(=O)c1ccc(F)cc1)N1CCc2ccccc21	17	4	-8	4	14	18	-0.1	-7	18	-0.9	-1
O=C(Nc1ccc(OC(F)F)cc1)c1ccccn1	-10	12	-12	-22	-34	-25	-0.3	-16	7	0.4	1
CC(NC(=O)COC(=O)COc1ccc(C(=O)c2ccccc2)cc1)c1ccccc1 (stereo not drawn)	15	8	0	28	12	11	0.2	30	1	-0.3	0
Cc1ccc(CN(C(=O)Cc2cccs2)C(C(=O)NC2CCCC2)c2ccncc2)cc1 (stereo not drawn)	10	-3	10	8	14	20	0.0	1	-9	-2.3	2
C[C@H]1CN([C@@H](C)CO)S(=O)(=O)c2ccc(Br)cc2O[C@@H]1CN(C)Cc1cccc(F)c1	17	-2	·	14	16	56*	-0.1	-11	-9	-1.3	·
O=NC1=C(c2c(O)[nH]c3ccccc23)CCCC1	3	9	4	-11	12	-2	0.0	-3	4	0.8	3
O=C(NCC1CCCO1)c1cc([N+](=O)[O-])ccc1N1CCC(Cc2ccccc2)CC1 (stereo not drawn)	6	10	12	19	0	13	0.2	-4	8	0.3	2
CCc1ccc(OCC(=O)OCC(=O)c2ccc3c(c2)NC(=O)CO3)cc1	-14	-1	4	10	2	15	-0.1	-15	0	3.3	3
Cc1cc(/C=C(/C#N)c2cccc(Cl)c2)c(C)n1C	-16	7	1	-24	18	-10	0.2	-12	-1	-0.5	-4
Cc1ccc(NC(=O)Cn2c(=O)c3cccn3c3ccccc32)c(Cl)c1	12	-10	3	13	-4	2	0.3	-9	5	0.9	-1
C=C(C)C(=O)Nc1cccc(C2=NOC3(C2)C[C@H](C(N)=O)N(C(=O)CC)C3)c1 (stereo partly drawn)	-4	-17	1	-11	2	20	0.1	-61	24	0.9	-25
Cc1c(Cl)c([N+](=O)[O-])nn1Cc1ccc(C(=O)N/N=C\c2cccc(Br)c2)o1	20	5	-4	6	-47	-14	1.7	-24	-32	-0.6	3
O=C(CCC1CCCN(C(=O)c2ccc3c(c2)OCCO3)C1)NCc1ccccc1F (stereo not drawn)	9	4	-10	-8	-136	-87	-0.1	-57	-11	1.9	0
COc1ccc(CCC(=O)Nc2nnc(C(C)(C)C)s2)cc1	-25	7	3	2	6	8	0.0	-20	-20	0.0	4
Cn1c(=O)[nH]c(=O)c2c1nc(NCc1ccccc1)n2CC(O)c1ccccc1 (stereo not drawn)	-1	10	3	-9	14	14	-0.2	-7	-28	6.6	-1
Remaining list, next part.
SMILES	TWEAK-Fn14 inh	KKLEB cytotox	TRPM1 prom inh	Shn3 inh set2	HIF-2a inh	Peg3 promoter	aDG glyco up	NR2E3 ag-1	CF NFkB block	hiPSC survival	NR2E3 ag-2
O=C(NCc1cc(Cl)cc(Cl)c1)c1csc([C@@H]2C[C@H](O)[C@@H](CO)O2)n1	-1	0	·	2	-1	10	0.0	-20	6	-2.1	·
Nc1nc(Nc2ccc(Cl)cc2)c(NC=O)c(=O)[nH]1	27	5	·	-3	13	8	-0.1	-3	6	0.1	1
O=C(CCNS(=O)(=O)c1cccc2nsnc12)Nc1ccc2c(c1)OCCO2	58*	0	0	19	17	-14	-0.1	-8	-4	4.1	4
CSc1nc(C)cc(OCCNS(=O)(=O)c2cc(C)ccc2C)n1	5	3	1	1	20	9	0.1	-24	10	-0.9	2
Cc1n[nH]c(C)c1CCCOc1ccccc1	-4	-9	8	-14	-1	-9	0.5	11	-4	5.9	-2
CCCn1c(NC(=O)C2CCN(C(=O)c3ccccc3C)CC2)nc2ccccc21	-3	-11	24	25	18	16	0.2	-14	13	-0.4	0
O=C(CNC(=O)c1ccccc1)OCC(=O)N1c2ccccc2Sc2ccccc21	12	21	5	8	9	-24	-0.1	21	-18	5.5	3

Compound profiles, from the list above. Order of values: TWEAK-Fn14 inh, KKLEB cytotox, TRPM1 prom inh, Shn3 inh set2, HIF-2a inh, Peg3 promoter, aDG glyco up, NR2E3 ag-1, CF NFkB block, hiPSC survival, NR2E3 ag-2
CSc1nc(C)cc(OCCNS(=O)(=O)c2cc(C)ccc2C)n1 as listed: 5, 3, 1, 1, 20, 9, 0.1, -24, 10, -0.9, 2
O=C(NCc1cc(Cl)cc(Cl)c1)c1csc([C@@H]2C[C@H](O)[C@@H](CO)O2)n1 as listed: -1, 0, ·, 2, -1, 10, 0.0, -20, 6, -2.1, ·
Cc1n[nH]c(C)c1CCCOc1ccccc1 as listed: -4, -9, 8, -14, -1, -9, 0.5, 11, -4, 5.9, -2

An unsorted share of the library; any-hit rate near 4.4%.
